SENP8 block-1: inhibitors of human SENP8 protease | Q96LD8 | recombinant SENP8, Nedd8 substrate fluorescence | inhibition, % at 20 µM | 360,000 compounds, 0.64% hits | AID 602440; in the data active = inhibition mostly above about 40%, no sharp cut-off; inactive = mostly below about 27%
SENP8 block-2: SENP8 protease inhibition; purified SENP8, Z-RLRGG-aminoluciferin cleavage, luminescence; inhibition, % at 10 µM; 330,000 compounds, 1.2% hits; AID 2540; in the data active = inhibition above about 50%
HKDC1 inh: inhibitors of human hexokinase HKDC1; Q2TB90; recombinant HKDC1, G6PDH/diaphorase resazurin coupled fluorescence; inhibition, % at 20 µM; 340,000 compounds, 0.16% hits; AID 493160;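 active = inhibition above about 35% when tested at 20 µM, limit read from the data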;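 also: plate controls were DMSO wells with enzyme for no effect and DMSO wells lacking enzyme for full effect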
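Assay system – recombinant HKDC1 (HK5) hexokinase enzyme, produced in-house · Input – HKDC1 at 5 µg/mL · Reagent – glucose plus 1 mM ATP as hexokinase substrates · Timing – 90 min reaction incubation at room temperature, dark · Measured by – G6PDH/diaphorase-coupled fluorescence, 1 mM NADP, 100 µM resazurin, 525/613 nm · Benchmarks – DMSO-enzyme wells negative, buffer-substituted wells positive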
Apaf-1 inh: blocks human Apaf-1 apoptosome activity. O14727. reconstituted apoptosome caspase-3 activity, DEVD-Rh110 fluorescence. inhibition, % at 20 µM. 330,000 compounds, 0.71% hits; active = inhibition of at least 40% at 20 µM;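 also: plate controls were DMSO wells for no effect and DEVD-CHO caspase inhibitor wells for full effect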
Target sequence (O14727 whole entry, looked up): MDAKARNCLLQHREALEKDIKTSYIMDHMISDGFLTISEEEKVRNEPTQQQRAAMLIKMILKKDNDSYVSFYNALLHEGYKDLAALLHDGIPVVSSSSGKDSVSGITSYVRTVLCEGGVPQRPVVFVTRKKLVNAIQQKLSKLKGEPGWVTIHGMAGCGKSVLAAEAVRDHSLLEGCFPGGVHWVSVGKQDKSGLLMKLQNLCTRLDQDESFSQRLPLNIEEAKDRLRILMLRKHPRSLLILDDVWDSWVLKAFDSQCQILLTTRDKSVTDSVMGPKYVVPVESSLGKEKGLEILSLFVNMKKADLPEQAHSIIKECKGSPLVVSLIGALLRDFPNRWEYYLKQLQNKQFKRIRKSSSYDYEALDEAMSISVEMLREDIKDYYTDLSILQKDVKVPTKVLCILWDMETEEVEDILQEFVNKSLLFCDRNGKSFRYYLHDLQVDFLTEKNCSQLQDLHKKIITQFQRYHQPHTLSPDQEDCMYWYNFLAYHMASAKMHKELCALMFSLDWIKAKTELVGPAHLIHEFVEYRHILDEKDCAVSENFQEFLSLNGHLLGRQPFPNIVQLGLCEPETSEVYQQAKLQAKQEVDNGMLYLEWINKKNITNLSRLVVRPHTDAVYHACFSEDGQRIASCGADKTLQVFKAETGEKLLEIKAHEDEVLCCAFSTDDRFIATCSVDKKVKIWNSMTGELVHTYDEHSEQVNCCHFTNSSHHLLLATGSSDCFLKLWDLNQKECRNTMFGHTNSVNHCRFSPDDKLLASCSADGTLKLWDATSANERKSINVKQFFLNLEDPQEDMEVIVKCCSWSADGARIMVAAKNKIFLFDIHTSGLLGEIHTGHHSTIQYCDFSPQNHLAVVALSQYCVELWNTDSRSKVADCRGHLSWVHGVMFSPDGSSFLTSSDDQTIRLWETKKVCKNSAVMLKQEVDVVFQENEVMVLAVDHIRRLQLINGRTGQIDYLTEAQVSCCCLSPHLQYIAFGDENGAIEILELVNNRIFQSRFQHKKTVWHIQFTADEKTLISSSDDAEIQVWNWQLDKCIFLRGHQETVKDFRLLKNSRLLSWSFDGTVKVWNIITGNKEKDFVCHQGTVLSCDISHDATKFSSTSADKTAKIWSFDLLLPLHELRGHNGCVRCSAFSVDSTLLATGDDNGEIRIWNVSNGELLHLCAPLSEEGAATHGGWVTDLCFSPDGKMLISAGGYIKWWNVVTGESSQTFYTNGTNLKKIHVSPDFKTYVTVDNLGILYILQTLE
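Medium: Hepes buffer, pH 7.5 / System: biochemical Apaf-1 apoptosome reconstitution / Measured by: Rh110 fluorescence, excitation 480 nm, emission 540 nm / Times: compound with Apaf-1, dATP, procaspase-3 30 min, then 50 min reaction, room temperature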
PfG6PD inh: PfG6PD (Plasmodium falciparum) enzyme inhibition; PfGluPho enzyme, NADPH resazurin-diaphorase fluorescence; inhibition, % at 20 µM; 350,000 compounds, 0.78% hits;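 active = inhibition reaching at least a set limit at 20 µM in the primary screen, cut at about 59% in these data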;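 also: 0% = DMSO wells with substrate and 100% = DMSO wells lacking glucose-6-phosphate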
SENP6 block: blocks the human protease SENP6; Recombinant SENP6 catalytic domain, aminoluciferin luminescence; inhibition, % at 10 µM; 330,000 compounds, 1.8% hits;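 active = inhibition above about 50% at the single tested dose, limit read from the data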;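 also: plate controls were DMSO wells with enzyme for no effect and DMSO wells lacking enzyme for full effect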
SENP1 FRET inh: inhibitors of human SENP1 SUMO protease catalytic domain. 360,000 compounds, 0.21% hits. AID 624204. Q9P0U3. inhibition, % at 10 µM. recombinant SENP1 catalytic domain, CyPet-SUMO1-YPet FRET cleavage;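 active = inhibition at least 30% at 10 µM, raw YFP signal under a set limit, fluorescence ratio 0.5 to 1.5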;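 also: 0% = enzyme with DMSO and 100% = no enzyme wells; some results filed as inactive read as strong as hits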
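Controls: no-enzyme wells low, DMSO-plus-enzyme wells high control. Test system: human recombinant His6-tagged SENP1 catalytic domain enzyme. Reagent: SFCypet-SUMO1-SFYpet FRET protein substrate, 25 nM final. Doses: one dose per compound, 10 µM, 0.5% DMSO. Detection: FRET, CFP and YFP emission. Timing: 50 min reaction at room temperature.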
SENP7 inh: blocks the human protease SENP7 | Q9BQF6 | recombinant SENP7, Z-RLRGG-aminoluciferin luminescence, 40 min | inhibition, % at 5 µM | 330,000 compounds, 1.5% hits | AID 434973;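 active = inhibition above about 50% at the single test dose, limit read from the data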;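 also: plate controls were DMSO with enzyme for no effect and no enzyme buffer wells for full effect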
Numbers without * were called inactive; . = no result given.

SMILES	SENP8 block-1	SENP8 block-2	HKDC1 inh	Apaf-1 inh	PfG6PD inh	SENP6 block	SENP1 FRET inh	SENP7 inh
Cc1ccc(C)c2c1cc(C)c1nnc(SCC(=O)N3CCCc4ccccc43)n12	-436	-11	-3	10	37	-7	1	-6
COc1ccc(Br)c(OC)c1C(=O)NC(=O)Nc1nc(C)cc(C)n1	0	-1	-3	2	106*	-29	1	-4
O=C(CSCc1ccccc1Cl)N1CCN(c2ccccn2)CC1	-12	-10	1	6	-10	-17	3	-2
Cc1ccc(C(=O)N/C(=C/c2ccccc2)C(=O)NCC2CCCO2)cc1 (stereo not drawn)	11	4	-6	6	-16	0	0	6
O=C(COC(=O)/C=C/c1ccc(OC(F)F)cc1)NCc1cccs1	22	-3	-11	-5	1	-1	-1	5
CCSc1nc(-c2ccccc2)c(C#N)c(=O)[nH]1	-16	2	-1	-17	-6	-32	0	13
CCCCn1nnnc1SCC(=O)NCc1ccccc1	18	-6	4	10	-2	-6	0	-8
O=C(NCc1ccccn1)c1cc(-c2ccccc2Cl)nc2ccccc12	9	2	-5	2	10	-5	0	0
N=C1C(c2ccccc2)=C(O)CN1c1cccc(S(=O)(=O)Nc2cccc(C(F)(F)F)c2)c1	-5	-3	-8	-3	-16	-4	1	-2
O=C(CNCc1ccc(Cl)cc1)Nc1cc(S(=O)(=O)N2CCCC2)ccc1Cl	-9	.	5	.	9	.	-7	.
Cc1nc(NC(=O)c2ccccc2)sc1C1(C)CC(c2ccc(OC(F)(F)F)cc2)=NO1 (stereo not drawn)	.	-1	.	14	.	-7	.	-2
Cc1cc(=O)oc2cc(OCC(=O)Nc3nnc(C(C)C)s3)ccc12	-465	-9	9	2	-7	-13	-18	-13
Cn1c(C(=O)NCCN2CCc3ccccc3C2)cc2c(=O)[nH]c3ccccc3c21	-60	-1	14	18	9	-7	-3	-9
COC(=O)c1c(-c2ccc(F)cc2)noc1N	22	6	-5	-3	9	9	1	-4
COc1ccc(NC(=O)N2CCCCCC2)cc1OC	5	-5	-3	-7	10	13	1	6
Clc1ccc(-c2nnc(-c3ccccc3)nc2-c2c[nH]c3ccccc23)cc1	1	-1	-6	9	1	-15	-164	-4
COc1ccc(-c2nnn(Cc3ccccc3)n2)cc1OC	4	-4	-1	-2	-4	0	1	0
Cc1cccc(OCCn2c(=S)[nH]c3ccccc32)c1	26	-2	-10	17	68*	-6	-1	4
CN(C)/C=C/C(=O)c1ccc(Cl)cc1	10	-9	-8	-2	-9	-9	-20	2
O=C(COc1ccc(S(=O)(=O)N2CCCC2)cc1Cl)N1CCN(c2ccccc2)CC1	13	3	-8	10	18	8	2	17
CC12CN(Cc3ccccc3)CC(C)(CN(Cc3ccccc3)C1)C2=O	6	0	-2	-1	-1	-14	0	5
COc1cccc(Nc2nnc(SCN3C(=O)c4ccccc4C3=O)s2)c1	14	-7	-13	-3	4	-7	3	0
COc1cccc(CN2C(=O)CCC2(C)C(=O)NCCc2ccc(OC)c(OC)c2)c1 (stereo not drawn)	23	3	-1	0	-20	-2	1	2
OC1(c2ccc(Br)cc2)CN(c2ccccc2)C2=[N+]1CCS2 (stereo not drawn)	3	-10	-1	17	2	4	2	2
Cc1ccc(-n2ncc3c(=O)n(CC(N)=O)cnc32)cc1	3	-14	1	5	2	-19	-1	14
Cc1cc(C)c2c(CN3CCOCC3)cc(=O)oc2c1C	7	-3	-5	-2	1	-13	1	13
CCOc1ccc(NC(=O)C/C(N)=N/O)cc1	12	4	9	-7	3	-12	1	0
CCc1cc(C(c2ccc(F)cc2)N2CCOCC2)c(NC(=O)c2ccccc2)s1 (stereo not drawn)	-44	-12	0	16	10	-26	2	-12
COc1ccc(/C=C/C(=O)NNc2c(F)c(F)cc(F)c2F)cc1OC	-72	-3	-6	6	8	-8	4	4
CSC1=N/C(=C\c2cccnc2)C(=O)N1c1ccccc1	-304	-2	-3	4	-5	-1	3	9
COc1ccc(-c2ccc(C)cc2)cc1[C@H]1[C@@H]2C=CCC[C@@]2(C)C(=O)N1Cc1ccccc1	0	-1	2	24	25	-3	2	0
Nc1nc(-c2ccc(NC(=O)c3ccco3)cc2)cs1	-23	22	-4	7	11	7	-2	9
Cc1ccc2c3c(cccc13)-c1ccccc1C2=O	-118	-11	-6	21	8	-9	-27	-12
CCCCN1CC(COc2ccccc2)OC1=O (stereo not drawn)	10	-4	2	-11	-2	-13	0	0
COC(=O)c1sc(OC)cc1OCc1ccc(C)cc1	14	-2	-8	-6	-3	5	-1	0
Fc1ccc(N2CCN(C(c3cccs3)c3nnnn3CCc3ccccc3)CC2)cc1 (stereo not drawn)	14	-12	2	13	0	-14	1	-3
N=C1SCC(=O)N1c1ncc(Cc2ccccc2Cl)s1	0	.	2	.	-19	.	-32	.
CCN(C(=O)Cc1ccccc1OC)c1nnc(-c2ccncc2)s1	-26	-5	-8	9	13	-5	2	-6
COc1cccc(CN(C)C(=O)c2cccc(S(=O)(=O)NCc3ccccc3)c2)c1OC	3	3	0	11	1	-2	4	1
O=C(Nc1cccc(-c2nnco2)c1)c1cccs1	19	-7	1	3	10	-18	1	9
NC(N)=NCCC[C@H](NC(=O)OCc1ccccc1)C(=O)O	6	-6	5	3	16	-15	2	-12
CC(C)NC(=O)Nc1cccc2c1O[C@H](CN(C)S(C)(=O)=O)[C@@H](C)CN([C@H](C)CO)C2=O	-4	-5	-6	-10	0	-21	3	-2
Cc1noc(C)c1S(=O)(=O)Nc1ccc2c(c1)CC(=O)N([C@H](C)CO)C[C@H](C)[C@H](CN(C)S(=O)(=O)c1ccc(F)cc1)O2	12	4	2	10	14	-9	1	-2
CC(C)NC(=O)NC(=O)COC(=O)C1CCCN1C(=O)c1cccs1 (stereo not drawn)	17	0	-9	7	-30	-4	1	5
COc1ccccc1NCCC(=O)OCC(=O)NCc1ccco1	7	-5	5	11	-1	-40	1	1
CC(=O)c1cccc(N(C(=O)c2ccccn2)C(C(=O)NC2CCCCC2)c2ccccc2)c1 (stereo not drawn)	2	-11	-4	10	0	0	3	-6
O=C(O)c1ccccc1NN=C1CCCCC1	6	-1	-7	2	-10	5	0	1
CC(O)(CS(=O)(=O)Cc1ccccc1)c1ccccc1 (stereo not drawn)	13	7	-1	4	-1	-1	0	6
C=CCN1C(=O)/C(=c2\sc3nc(=O)c(Cc4ccccc4Cl)nn3c2=O)c2ccccc21	7	11	4	4	50	6	1	-2
COc1ccc(S(=O)(=O)N2CCC3(CC2)OCCN3S(=O)(=O)c2ccc(OC)cc2)cc1	5	-12	-1	12	3	-11	-3	7
COc1cc(-c2nc(-c3ccc(Br)o3)no2)cc(OC)c1OC	7	3	-4	-6	0	-1	1	-9
Cc1ccc2nc(SCC(=O)Nc3ccc4[nH]c(=O)[nH]c4c3)[nH]c2c1	-7	-2	23	15	46	-16	-7	5
COc1cccc(-c2nn(-c3ccccc3)cc2CN(C)Cc2c(C)nc3ccccn23)c1	-82	0	-4	16	24	-4	1	5
CC(=O)C1=C(C)NC(SCC(N)=O)=C(C#N)C1c1cccnc1 (stereo not drawn)	-2	-5	-5	1	11	6	-4	7
Cc1ccc([N+](=O)[O-])cc1NC(=O)CCc1ccccc1	19	0	6	-5	4	3	2	-9
Cc1cc(C)n(CC(O)COc2cccc(OCC(O)Cn3nc(C)cc3C)c2)n1 (stereo not drawn)	16	-8	-1	-12	-8	2	1	-3
Cc1ccc(C)c(C(=O)CSc2nnc(C)s2)c1	0	3	9	0	-1	0	1	1
COc1ccc(C(=O)c2ccccc2C(=O)c2ccccc2)cc1	17	.	-1	.	47	.	0	.
Cc1ccccc1-c1nnc(SCC(=O)N(C)c2c(N)n(Cc3ccccc3)c(=O)[nH]c2=O)n1C	16	6	0	1	-3	-19	1	-6
Cc1ccccc1NC(=O)Cn1c([N+](=O)[O-])cnc1C	13	-7	-13	2	3	-11	0	-3
Following part.
SMILES	SENP8 block-1	SENP8 block-2	HKDC1 inh	Apaf-1 inh	PfG6PD inh	SENP6 block	SENP1 FRET inh	SENP7 inh
Cc1cc(C)c(C(=O)C2OC(=O)C(C)(C)C(=O)C2(C)C)c(C)c1 (stereo not drawn)	28	1	-4	11	-10	-4	3	-2
CCOc1ccc(-c2c[n+](=O)c3c(n2[O-])CCCC3)c(OCC)c1	10	-10	-7	6	0	-35	2	-5
O=C(Oc1cccc(-c2cnc3ccccc3n2)c1)c1ccco1	-17	59*	-1	14	4	60*	-2	52*
Cc1ccc2nc(-c3cccs3)oc(=O)c2c1	-394	-12	5	10	3	10	2	2
COC(=O)CC1=NN(c2ccccc2)C(=O)C1	-23	5	-5	8	11	20	3	12
CC(=O)N(c1cccc(Br)c1)C1C=CS(=O)(=O)C1 (stereo not drawn)	0	-2	-11	-19	19	-7	2	0
Cc1ccc(S(=O)(=O)/C(C#N)=C/c2c(N3CCC(C(N)=O)CC3)nc3c(C)cccn3c2=O)cc1	-20	1	0	2	7	-11	-31	6
CCOC(=O)CSc1nnc(NC(=O)c2cccc(S(=O)(=O)N3CCCC3)c2)s1	-32	5	-3	-4	-22	-29	0	-6
NC(=O)COC(=O)CNC(=O)c1cc(Cl)cc([N+](=O)[O-])c1	4	0	-8	11	2	4	-1	6
NC(=O)CCc1nc2cc(C(F)(F)F)ccc2n(Cc2ccccc2)c1=O	3	-2	-5	6	-8	-8	0	2
CN(C(=O)CN1C(=O)/C(=C/c2ccc(F)cc2)SC1=S)C1CCS(=O)(=O)C1 (stereo not drawn)	12	-9	-1	13	-10	-11	2	3
CCOC(=O)C(NCc1ccccc1OC)(NC(=O)CC)C(F)(F)F (stereo not drawn)	13	1	-1	-12	-6	-8	-1	3

Whole records, looked up by structure. Order of screens: SENP8 block-1	SENP8 block-2	HKDC1 inh	Apaf-1 inh	PfG6PD inh	SENP6 block	SENP1 FRET inh	SENP7 inh
Cc1ccc(S(=O)(=O)/C(C#N)=C/c2c(N3CCC(C(N)=O)CC3)nc3c(C)cccn3c2=O)cc1 is entered as -20	1	0	2	7	-11	-31	6
CCOc1ccc(-c2c[n+](=O)c3c(n2[O-])CCCC3)c(OCC)c1 is entered as 10	-10	-7	6	0	-35	2	-5

(list continues)
SMILES	SENP8 block-1	SENP8 block-2	HKDC1 inh	Apaf-1 inh	PfG6PD inh	SENP6 block	SENP1 FRET inh	SENP7 inh
COc1cccc(-c2nnc(SCC(=O)NC3CCS(=O)(=O)C3)n2C)c1 (stereo not drawn)	8	-11	-7	-8	2	-10	2	-11
Cc1c(C(=O)N(C)CCC#N)oc2ccc(S(=O)(=O)N3CC(C)CC(C)C3)cc12 (stereo not drawn)	5	-2	-5	15	1	-4	3	-7
O=C(NCCN=C1NS(=O)(=O)c2ccccc21)c1ccncc1	9	-3	-7	-8	7	-16	0	-1
CC(OC(=O)c1cccc(-n2cnnn2)c1)C(=O)Nc1ccc(N(C)C)cc1 (stereo not drawn)	18	-8	1	5	16	11	1	10
CN(c1ncc(C(F)(F)F)cc1Cl)N1C(=O)c2cccc(N)c2C1=O	-80	0	23	12	-3	14	-41	5

A stretch from the list above, for reference:
SMILES	SENP8 block-1	SENP8 block-2	HKDC1 inh	Apaf-1 inh	PfG6PD inh	SENP6 block	SENP1 FRET inh	SENP7 inh
COc1cccc(-c2nnc(SCC(=O)NC3CCS(=O)(=O)C3)n2C)c1 (stereo not drawn)	8	-11	-7	-8	2	-10	2	-11
Cc1c(C(=O)N(C)CCC#N)oc2ccc(S(=O)(=O)N3CC(C)CC(C)C3)cc12 (stereo not drawn)	5	-2	-5	15	1	-4	3	-7

Compound activity deposited in PubChem by Sanford-Burnham Center for Chemical Genomics.

Compounds were not picked by outcome; any-hit rate near 3.6%.
